# Source: PubChem (National Center for Advancing Translational Sciences (NCATS))
# Imprint erasure = induces erasure of genomic imprints in mouse ES cells; mouse ES Peg3-LacZ reporter, beta-gal luminescence, 40 h; Potency, µM (doses to about 60.7 µM), without a hit: top-dose activity change, positive = activation, usual class: activators; hit rate 0.02% among 110,000; AID 1948;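 note: 0% = negative control wells on the plate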
#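 Each well holds 300 Peg3LacZ-Neo (maternal) female ES cells incubated 40 h at 37C, 5% CO2. LacZ is measured by BetaGlo luminescence, with AC50 and maximum efficacy derived from dose-response curves.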
# IkB signaling = suppresses IkB signaling in ABC-DLBCL reporter cells; ABC-DLBCL IkBa-CBG/CBR dual luciferase ratio, 4 h; response scale: scaled: untreated 0%, proteasome inhibitor 100%; Potency, µM (series often up to 57.1 µM), without a hit: at the highest dose IkBa stabilization activation; hit rate 0.04% among 110,000; active = well fitted curve in the direction sought with a large enough effect in the signal ratio, not every such curve was filed as active; inconclusive = small, poorly fitted or top-dose-only effect, or a change in a side signal; the % refers to the signal ratio;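 note: the direction sought is a rising ratio; 0% = basal untreated cells and 100% = reference inhibitor full response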
#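 Curves were fitted separately to fusion (green), unfused (red) and ratio luminescence, then classed by r2, magnitude and activity. Cells: OCI-Ly3, 4 h compound plus doxycycline at 37C; 10 uM MG-132 defined full response.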
# p53ts 39C kill = kills p53ts cells at the nonpermissive temperature; Potency, µM (titrated, usually from 46.1 µM), for inactives: at the top dose activity change, negative = cell killing, hits mostly cytotoxic; AID 902; H1299-p53A138V viability at 39C, ATP luminescence, 24 h; hit rate 1.5% among 130,000; note: nearly all actives have a fitted effect of over 55% in size
# p53ts 32C kill = cytotoxicity in p53ts cells at permissive temperature; Potency, µM (series often up to 46.1 µM), inactives show top-dose activity change, negative = cytotoxicity, usual class: cytotoxic; H1299-p53A138V at 32C, ATP luminescence viability, 24 h; hit rate 0.93% among 130,000; AID 924;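 note: 0% = DMSO and -100% = full killing by reference compound; nearly all actives have a fitted effect of over 55% in size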
#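 H1299-p53 A138V cells (temperature-sensitive p53) exposed 24 h to up to 46 uM compound at 32C, where p53 is wild-type in conformation. Viability read as ATP luminescence and normalised to DMSO and 100 uM tamoxifen. AC50 fitted with the Hill equation.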
# * = called active by the depositor; ? = inconclusive; / = not tested or not shown; & = joins results of further samples; [ ] = dose if it differs, or a comment. Unless noted, calls come from the whole dose curve; as a rule, active = well fitted curve in the direction sought with a large enough effect; inconclusive = small, poorly fitted or top-dose-only effect, or another doubt; inactive = no such curve, though single readings can be large; an effect the other way counts as inactive or inconclusive. Unless noted, % is set by controls: 0 for no effect and ±100 for the full control effect; potency is the fitted concentration of half-maximal effect.
SMILES,Imprint erasure,IkB signaling,p53ts 39C kill,p53ts 32C kill
O=C(Nc1ccccc1C(=O)O)c1cccc(NC(=O)c2ccc(Br)o2)c1,-5%,?,8%,5%
O=C(Cn1cnc(S(=O)(=O)N2CCCC2)c1)Nc1cccc(Br)c1,7%[10.9 µM],-1.2%,-17%,5%
CC(=O)c1ccc(NC(=O)c2ccn[nH]2)cc1,-77%[inhibitor],1.3%,10µM*,13µM*
C=CCn1cc(C(=O)NCC2CCCO2)c(=O)c2cc(S(=O)(=O)N3CCCCCC3)ccc21 (stereo unspecified),-18%,0.4%,-5%,-7%
Nc1nnc(CCCCc2cccs2)o1,/,/,5%,0%
c1ccc(-c2[nH]ncc2-c2nc3ccccc3[nH]2)cc1,-6%,0.6%,6%,15%
NC(=O)CSc1nc(-c2ccccc2Cl)ns1,-65%[inhibitor],-1.6%,-24%,-10%
Cc1cccc(N2CCN(C(=O)c3ccc4c(Cl)c5c(nc4c3)CCCC5)CC2C)c1 (stereo unspecified),6%[10.9 µM],?,-20%,5%
O=C(O)c1ccc(-c2ccccc2C(F)(F)F)o1,-4%,-0.2%,11%,-1%
Cc1nc2ccccc2c(=O)n1NC(=O)c1c(O)c2ccccc2n(C)c1=O,-5%,3.2%,0%,9%
CSc1ccccc1NC(=O)c1noc2c1CCC2,-22%,?,-26%,-11%
O=C(COC(=O)C1CCCN1S(=O)(=O)c1ccc(Cl)cc1)Nc1ccc2c(c1)OCO2 (stereo unspecified),-5%,0.7%,2%,-5%
Cn1cccc1C(=O)N1CCC2(CC1)CCN(C(c1ccccc1)c1ccccc1)CC2,/,6.1%[11.4 µM],-9%,-1%
O=C(CCCCCn1c(=O)[nH]c2ccccc2c1=O)NCCc1ccccc1,-10%[10.9 µM],-0.6%,10%,1%
CC(=O)C1=C(O)C(=O)N(Cc2ccco2)C1c1ccc2c(c1)OCO2 (stereo unspecified),-8%,1.3%,11%,8%
O=C(NCc1ccccc1Cl)c1ccc2c(c1)NC(=O)C(CS(=O)(=O)Cc1ccc(Cl)cc1)N2 (stereo unspecified),-10%[10.9 µM],?,?,-10%
NC(=O)CCS(=O)(=O)c1ccccc1,1%,-1.1%,4%,11%
Cc1ccc(-n2cc(-c3ccccc3)c3c(N4CCCCC4)ncnc32)cc1,-22%[10.9 µM],?,-5%,4%
COC(=O)c1cc(NC(=O)CSc2nc(C)cc(=O)[nH]2)cc(C(=O)OC)c1,-11%,1.2%,-2%,-4%
Cc1cc(NC(=O)c2cc(-c3cccs3)on2)no1,-13%,24%,-2%,-12%
COc1ccc(OC)c(NC(=O)Cn2cnc3c(oc4ccccc43)c2=O)c1,-2%[10.9 µM],?,-29%,-11%
Cc1csc(=N)n1-c1ccc(Cl)cc1,-13%,1.1%,-9%,-3%
O=C(CSc1nc2ccccc2c(=O)[nH]1)N1CCCCCC1,-14%,3.3%,-28%,-7%
CCNC(=O)NC(=O)COc1ccccc1C#N,-56%[inhibitor],?,-27%,-24%
CCC(C)n1cnc2c(c1=O)c1nc3ccccc3nc1n2Cc1ccc2c(c1)OCO2 (stereo unspecified),-8%,?,5%,-5%
CCc1ccccc1NC(=O)CSc1nnc([C@@H]2CCCN2C(=O)OC(C)(C)C)o1,-3%,5.2%,?,14%
O=C(CN1CCSc2ccccc21)N1CCN(c2cccc(Cl)c2)CC1,2%[10.9 µM],7.9%,?,-10%
CC(=O)c1cccc(NC(=O)c2oc(C)nc2C)c1,-14%,2.0%,2%,5%
Cc1ccc(NC(=O)Cn2c(=O)c(CNc3ccccc3)cc3cc4c(cc32)OCCO4)cc1,-10%[10.9 µM],?,22%,14%
CCC1=C2CC[C@H]3C(=O)NC(=O)[C@H]3[C@H]2[C@@]2(Cc3ccccc3)C(=NCc3ccccc3)OC(=O)N2C1=O,-6%,/,7%,4%
O=C(Nc1nnc(S(=O)(=O)N2CCCc3ccccc32)s1)c1ccccc1,-7%[10.9 µM],-0.5%,5%,-6%
Cc1cc(N2CCOCC2)nc(SCC(=O)c2ccc(Cl)cc2)n1,-13%,0.9%,-17%,-1%
CCc1nn2c(=O)c(S(=O)(=O)Nc3ccc(C)c(C)c3)c(C)nc2s1,5%[10.9 µM],-1.9%,-2%,9%
Cc1cc(C)c(NC(=O)CN2C(=O)CCSc3ccc(S(=O)(=O)N4CCCC4)cc32)c(C)c1,?,-0.3%,-19%,-1%
COc1ccc(-n2nnnc2C2CCN(S(=O)(=O)c3cccc(C(F)(F)F)c3)CC2)cc1,-12%[10.9 µM],0.6%,-13%,4%
CCOC(=O)c1ccccc1NC(=O)c1cccc2c1C(=O)N(C1CCN(C(=O)OCC)CC1)C2,-19%,2.1%,-10%,1%
CCc1ccc2c(c1)C1(NN=C(c3ccc(C)cc3)S1)C(=O)N2 (stereo unspecified),/,/,?,-27%
O=C1CC(N2CCN(c3nc4ccccc4s3)CC2)C(=O)N1Cc1cccs1 (stereo unspecified),-9%,?,-9%,-2%
COc1ccc(-c2nnc(SCC(=O)c3ccc(NC(C)=O)cc3)o2)cc1OC,-13%[10.9 µM],-1.1%,50%[activator],5%
C[N+]1(C)CCc2cc3c(cc2[C@@H]1[C@@H]1C(=O)Oc2c1ccc1c2OCO1)OCO3,-4%&-4%,0.4%&0.8%,2%&3%,-1%&0%
CC1=CC(C)(C)Nc2ccc(OC(=O)c3cccnc3)cc21,-37%[inhibitor],?,?,?
CCOC(=O)Cn1c(=N)n(Cc2ccccc2F)c2ccccc21,-5%,2.3%,-7%,1%
O=C(Nc1ccc(CN2CCCCC2)cc1)c1ccc(Br)o1,-53%[inhibitor],-1.3%,-10%,-9%
CCCc1nn(C)c2c1C(c1ccncc1)C(C#N)=C(N)O2 (stereo unspecified),-10%,6.6%,2%,-4%
CC(NC(=O)CCSCc1ccccc1F)c1ccccc1 (stereo unspecified),-15%[10.9 µM],-1.6%,-21%,0%
Cc1ccc(C)c(N2CCN(C(=O)CCCCn3c(=O)[nH]c4ccccc4c3=O)CC2)c1,-19%,?,-7%,4%
CC1CN(S(=O)(=O)c2cccc(-c3cn4cccnc4n3)c2)CC(C)O1 (stereo unspecified),-9%,-0.1%,4%,10%
O=C(c1ccccc1)c1c[nH]c2cc3c(cc2c1=O)OCO3,-2%,-0.7%,0%,-1%
CCOC(=O)C1=C(CS(=O)(=O)c2ccc(C)c(C)c2)NC(=O)NC1c1ccccc1OCC (stereo unspecified),8%[10.9 µM],0.2%,3%,7%
COc1ccc(-c2n[nH]c(C)c2-c2ccc(Cl)cc2)c(O)c1OC,-23%,?,?,13µM*
CN(C)c1ccc(Nc2nc3ccccc3n3nnnc23)cc1,-18%[10.9 µM],?,?,-20%
CC(=O)Nc1ccc(NC(=O)CCc2c(C)nc3c(c(C)nn3-c3ccccc3)c2C)cc1,-6%[10.9 µM],1.2%,-11%,-3%
Cc1cc(NC(=O)C23CCC(C)(C(=O)O2)C3(C)C)no1 (stereo unspecified),13%,-1.7%,-5%,5%
COc1ccc(NC(=O)c2ccc(-c3nc(CSc4ccccc4)c(C)o3)cc2)cc1OC,-8%[10.9 µM],1.4%,?,-6%
CCCS(=O)(=O)N1CCCC(C(=O)NCCCN(CC)c2cccc(C)c2)C1 (stereo unspecified),-2%,2.2%,-4%,-3%
COc1ccc(/C(O)=C2/C(=O)C(=O)N(Cc3cccnc3)C2c2ccccn2)cc1 (stereo unspecified),-2%,-2.7%,-2%,-10%
Cc1cc([N+](=O)[O-])ccc1-c1ccc(/C=N/NC(=O)Cc2ccccc2)o1,/,/,30%,23%
CC(=O)N1CCN(c2nc3c(F)cc(F)cc3s2)CC1,9%[10.9 µM],-1.8%,-14%,9%
C=CCn1c(-c2ccccc2)n[nH]c1=S,/,/,9%,-1%
CCCCN1CCC(n2c(=O)[nH]c3ccccc32)CC1,-7%,-2.1%,13%,-13%
# Further entries follow.
SMILES,Imprint erasure,IkB signaling,p53ts 39C kill,p53ts 32C kill
COc1ccc(-n2nnc(-c3nc(-c4ccc5c(c4)OCO5)no3)c2C)cc1Cl,13%[10.9 µM],-1.8%,22%,0%
CCc1ccccc1NC(=O)CSc1nnc([C@@H](NC(=O)OC(C)(C)C)C(C)CC)o1 (stereo partly specified),-12%,-0.3%,5%,3%
COc1ccc(-c2cc(C(=O)N(C)Cc3ccccc3)no2)cc1OC,-10%,?,-23%,3%
CCOC(=O)c1c(S(=O)(=O)NCC(=O)Nc2ccc(C)c(N(C)C)c2)c(C)n(C)c1C,-6%[10.9 µM],0.6%,-1%,11%
COc1ccc(CNC(=O)c2cccc(N(C)C)c2)cc1,-7%,2.4%,7%,3%
Nc1nnc(-c2ccco2)s1,-2%,-0.2%,4%,-4%
Cc1nc2c(C(=O)NCCc3ccc(Cl)cc3)cnn2c(C)c1Cc1c(F)cccc1Cl,-9%[10.9 µM],?,-25%,5%
COc1ccc(S(=O)(=O)NCCc2csc3nc(-c4cccc(C)c4)nn23)cc1F,-8%[10.9 µM],-0.3%,-12%,-4%
O=c1nc2n(c3ncccc13)CCC2,-10%,1.3%,-15%,-4%
ON(CCc1ccncc1)Cc1ccccc1,-6%[10.9 µM],-0.6%[11.4 µM],5%[9.22 µM],3%[9.22 µM]
Clc1cccc(-c2nc3ccccn3c2Nc2ccc3c(c2)OCCO3)c1,-10%[10.9 µM],?,6%,3%
Cc1cc(C(=O)Nc2sc3c(c2C#N)CCC(C)C3)cs1 (stereo unspecified),-18%,-3.4%,-15%,-4%
O=S(=O)(NCc1ccc(Cl)cc1)c1cnc[nH]1,3%,-1.3%,-10%,0%
N#C/C(C(=O)N1CCOCC1)=c1\s/c(=C/c2ccncc2)c(=O)n1-c1ccccc1,-9%,1.4%,3%,-17%
N#CNC1=NCN(CCc2ccccc2)CN1,-2%,0.6%,-1%,4%
CCOc1cccc(N)c1,-2%,-0.2%,-3%,?
COc1ccc(N2CCN(CCNC(=O)C3CC(=O)N(C4CCCC4)C3)CC2)cc1 (stereo unspecified),-23%,0.4%,-5%,-6%
CCCCN(CC)c1nc(-c2ccccc2F)nc2ccccc12,-18%[10.9 µM],?,-3%,16%
COCCNC(=O)c1cc2c(=O)n3cccc(C)c3nc2n1C,21%,-0.1%,7%,-14%
Cn1c(=O)c(-c2cc(F)cc(F)c2)nc2cnc(N3CCOCC3)nc21,1%,4.8%[11.4 µM],6%,7%
Cc1nc(N2CCN(Cc3ccccc3)CC2)nc2c1C(=O)CC(c1ccco1)C2 (stereo unspecified),-20%,1.8%,7%,8%
